CCR6 antag – CCR6 (human) receptor antagonism; P51684; CHO-K1 CCR6 PathHunter beta-arrestin, luminescence, CCL20-stimulated; inhibition, % at 20 µM; 0.49% of 340,000 active; AID 493098;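 active = compounds whose inhibition of the agonist-driven luminescence signal at 20 µM reaches about 50%, limit read from the data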;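 note: cells stimulated with CCL20 at 14 nM final; plate controls were DMSO with CCL20 for no effect and DMSO without agonist for full effect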
Target sequence (P51684 whole entry, looked up): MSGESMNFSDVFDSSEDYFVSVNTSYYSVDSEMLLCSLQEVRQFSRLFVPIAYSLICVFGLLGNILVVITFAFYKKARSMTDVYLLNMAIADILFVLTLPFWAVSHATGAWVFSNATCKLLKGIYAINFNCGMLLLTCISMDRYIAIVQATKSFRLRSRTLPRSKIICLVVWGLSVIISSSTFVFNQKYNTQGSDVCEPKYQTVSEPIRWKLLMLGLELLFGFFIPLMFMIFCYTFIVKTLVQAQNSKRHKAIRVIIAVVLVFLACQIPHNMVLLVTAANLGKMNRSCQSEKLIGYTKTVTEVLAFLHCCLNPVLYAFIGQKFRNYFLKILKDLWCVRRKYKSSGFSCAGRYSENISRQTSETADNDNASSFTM
CXCR6 block – blocks human CXCR6 beta-arrestin recruitment; O00574; CHO-K1 PathHunter CXCR6 beta-arrestin, luminescence; inhibition, % at 20 µM; 0.36% of 360,000 active; in the data active = inhibition above about 34%, passing the limit was not always enough;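 note: antagonist mode with CXCL16 agonist at 10 nM final; 0% = 10 nM CXCL16 with DMSO and 100% = unstimulated wells without agonist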
Target sequence (O00574 whole entry, looked up): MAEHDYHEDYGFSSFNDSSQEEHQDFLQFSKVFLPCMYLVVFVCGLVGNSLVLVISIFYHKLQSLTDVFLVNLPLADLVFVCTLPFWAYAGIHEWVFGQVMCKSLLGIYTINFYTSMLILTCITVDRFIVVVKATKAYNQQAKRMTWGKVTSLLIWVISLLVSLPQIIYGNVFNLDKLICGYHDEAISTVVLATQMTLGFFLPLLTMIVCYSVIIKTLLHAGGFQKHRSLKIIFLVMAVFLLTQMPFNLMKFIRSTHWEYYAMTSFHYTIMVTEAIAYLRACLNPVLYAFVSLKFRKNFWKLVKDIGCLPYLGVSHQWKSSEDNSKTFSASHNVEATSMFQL
Gli-Sufu block – blocks Gli-Sufu signaling in a luciferase reporter; Sufu-KO-LIGHT fibroblasts, Gli luciferase reporter luminescence; inhibition, % at 5 µM; 0.74% of 340,000 active; AID 588413;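 active = inhibition above about 55%, limit read from the data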;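 note: 0% = DMSO-treated cells and 100% = wells with medium but no cells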
Mdm2 MdmX PPI – human Mdm2/MdmX binding inhibition | 3% of 330,000 active | AID 485346 | SaOS-2 split-luciferase Mdm2/MdmX complementation, luminescence | inhibition, % at 8 µM;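 active = inhibition of at least 50% at 8 µM in the primary screen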
XBP1 UPR activ – activators of adaptive arm of unfolded protein response (XBP1) | 0.33% of 330,000 active | AID 463104 | activation, % at 20 µM | CHO-XBP1 luciferase reporter, IRE1-XBP1 UPR activation, luminescence; percent of tunicamycin response, DMSO as zero;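 active = versus positive control, 20 µM dose yields 30% or more activation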;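 note: 100% = tunicamycin at 10 µg/mL and 0% = DMSO only wells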
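Material – CHO cell line with stable XBP1 luciferase reporter · Buffer or medium – F12 plus 10% FBS · Compound – single point, 20 µM final compound, 1% DMSO · Schedule – 16-18 h cell attachment at 37 °C, then 6 h compound exposure · Signal – Steady-Glo luminescence read · Benchmarks – high control tunicamycin 10 µg/mL final, low control DMSO vehicle only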
CHOP UPR activ – activators of apoptotic arm of unfolded protein response (CHOP). CHO-CHOP luciferase reporter, UPR activation, luminescence; percent of tunicamycin response over DMSO baseline. activation, % at 10 µM. 0.34% of 330,000 active;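 active = at 10 µM dose, activation of 40% or more, normalized to positive control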;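 note: 100% = tunicamycin at 10 µg/mL and 0% = DMSO alone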
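Test system: CHO CHOP reporter cells. Input: 500 CHO-CHOP cells per well. Medium: F12 with 10% FBS. Technique: luciferase luminescence. Measure: percent activation relative to tunicamycin control. Dosing: 10 µM compound, 0.5% DMSO. Timing: 16-18 h cell attachment, then 6 h compound exposure, 37 °C.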
EBI2 block – blocks human EBI2 receptor beta-arrestin signaling; 0.81% of 360,000 active; AID 651636; inhibition, % at 5 µM; EBI2 beta-arrestin recruitment, luminescence, 7a,25-OHC stimulated; in the data active = inhibition above about 38%;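 note: enzyme fragment complementation signal reports receptor beta-arrestin coupling in cells; 0% = agonist plus DMSO wells and 100% = wells without agonist; some results beyond the cut were filed as inactive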
Target sequence (P32249 whole entry, looked up, the tested form may be a part): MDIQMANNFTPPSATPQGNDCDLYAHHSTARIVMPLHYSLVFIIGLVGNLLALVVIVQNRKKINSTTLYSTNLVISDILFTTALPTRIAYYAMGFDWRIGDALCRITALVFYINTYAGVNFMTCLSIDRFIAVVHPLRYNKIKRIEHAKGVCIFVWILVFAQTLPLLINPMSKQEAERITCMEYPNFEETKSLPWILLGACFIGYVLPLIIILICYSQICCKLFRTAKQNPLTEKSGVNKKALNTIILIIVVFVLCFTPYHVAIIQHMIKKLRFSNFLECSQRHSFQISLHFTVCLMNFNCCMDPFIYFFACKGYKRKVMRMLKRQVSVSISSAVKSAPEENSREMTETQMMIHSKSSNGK
Jurkat NFkB inh – inhibitors of the PMA/ionomycin-induced NF-kB reporter in Jurkat cells; PMA/ionomycin-induced NF-kB luciferase reporter, luminescence; 0.53% of 330,000 active; inhibition, % at 4 µM; in the data active = inhibition above about 50%
697 NFkB inh – lowers PMA/ionomycin-induced NF-kB signal in 697 B cells | inhibition, % at 4 µM | 697 B-cell NF-kB luciferase reporter, 16 h | 0.33% of 330,000 active; in the data active = inhibition above about 35%
Active calls of the source: *; / = not tested or not shown.

SMILES | CCR6 antag | CXCR6 block | Gli-Sufu block | Mdm2 MdmX PPI | XBP1 UPR activ | CHOP UPR activ | EBI2 block | Jurkat NFkB inh | 697 NFkB inh
Cc1cccc(-c2nnc(SCC(=O)c3ccc(O)cc3O)n2C)c1 | 0.7 | 1.4 | -6.3 | -4.4 | -4.4 | 1.0 | -9.1 | -11.3 | -3.8
O=C(CCn1c(=O)[nH]c2ccccc2c1=O)NCCSCc1ccccc1 | -2.1 | -4.2 | 10.1 | 2.2 | 2.9 | -0.1 | 14.3 | 7.2 | 17.1
O=C(O)CCSc1ccc([N+](=O)[O-])cc1[N+](=O)[O-] | -9.2 | -16.3 | -17.0 | -0.8 | -0.9 | -2.2 | -1.9 | 6.2 | 18.7
O=S(=O)(c1ccc(N2CCN(Cc3ccccc3)CC2)nc1)N1CCCC1 | 11.6 | 6.7 | 4.6 | -13.0 | -1.5 | -0.2 | -0.6 | -8.9 | 23.0
Cc1cc(N2CCOCC2)nc(NCc2ccccc2)n1 | -4.6 | -3.3 | 49.2 | 22.8 | -3.4 | 3.1 | -2.3 | 19.6 | -31.3
Cc1cccc(NC(=O)c2ccc(C3SCC(=O)N3CCc3ccccc3)cc2)c1 (stereo unspecified) | 8.8 | 2.0 | 1.4 | 53.8* | -1.0 | 2.1 | 40.0 | 15.3 | -21.3
O=C(N/C(=C/c1ccco1)C(=O)N1CCCCCC1)c1ccccc1 | 4.5 | 2.2 | 33.0 | 3.6 | -3.1 | 0.1 | -6.3 | -10.2 | 12.6
COC(=O)Nc1ccc(S(=O)(=O)Nc2ncccn2)cc1 | -1.0 | 1.6 | -1.9 | 23.6 | -2.1 | -1.2 | -0.4 | 3.6 | 2.2
CCC(C)N(C(=O)CSc1ncnc2c1cnn2-c1ccccc1)C1CCS(=O)(=O)C1 (stereo unspecified) | 5.8 | -3.5 | 5.6 | 5.4 | -3.0 | 1.5 | -2.0 | 0.7 | 7.5
O=C(NCc1nnc(SCC(=O)N2CCCC2)o1)c1cccc(C(F)(F)F)c1 | -8.0 | -1.0 | 5.5 | 12.4 | -1.5 | 0.3 | -14.3 | 14.1 | -25.2
Cc1ccc(C(=S)N2CCN(Cc3ccccc3)CC2)s1 | -2.4 | 4.0 | 7.3 | 9.8 | -2.0 | 0.1 | -3.9 | 8.0 | 2.5
CC(C)[C@H](NC(=O)c1ccc(C(C)(C)C)cc1)C(=O)Nc1nnc(C2CC2)s1 | -1.8 | 8.8 | 3.2 | 12.2 | -1.6 | -1.8 | 1.9 | 1.2 | -17.6
O=C(CSc1nc(=O)[nH]c2c1CCCC2)Nc1ccc(F)cc1F | 9.0 | -1.7 | -7.3 | 29.9 | 1.4 | -0.5 | -4.9 | 13.7 | 8.1
CCOC(=O)C1CCN(S(=O)(=O)c2ccc3c(c2)N(C)C(=O)CC(=O)N3C)CC1 | 4.2 | -0.5 | -31.1 | 4.1 | -4.0 | 1.9 | -4.7 | -2.7 | 6.0
CCOC(=O)c1sc2ncnc(NCC(c3cccs3)N(C)C)c2c1C (stereo unspecified) | 7.8 | 0.0 | 18.0 | -13.8 | 3.3 | 5.1 | 27.8 | -24.4 | -19.7
CC(=O)Nc1nc(C)c(Oc2ccc(Cl)cc2)c(=O)[nH]1 | 8.7 | -1.6 | -4.6 | -15.1 | -1.4 | 4.7 | -2.3 | -4.4 | -20.7
Cc1cccc(/C=C/c2nc3ccccc3c(=O)[nH]2)c1 | -1.2 | -0.1 | -81.5 | -17.8 | 3.4 | 4.4 | -4.5 | -44.6 | -172.2
CN1CCN(c2nc(NCc3ccco3)nc(N)c2[N+](=O)[O-])CC1 | 8.6 | 0.2 | 9.1 | 15.7 | 1.4 | 0.9 | 0.3 | -2.2 | 19.2
CCOC(=O)C(=O)Cc1nc2ccccc2s1 | 7.8 | 8.4 | 9.6 | -5.7 | 0.2 | 1.2 | 1.8 | -23.5 | -67.0
CC(=O)c1ccc(Nc2nc(N3CCOCC3)nc(N3CCOCC3)n2)cc1 | 9.7 | -9.3 | -2.5 | 16.1 | -2.6 | 3.2 | -4.2 | -18.3 | 13.6
CC(=O)Nc1c(C(=O)N2CCCCCC2)cnn1-c1ccccc1 | 18.1 | -10.4 | 17.2 | 12.8 | 0.5 | 0.2 | -7.3 | -15.4 | 8.8
Cc1ccc(S(=O)(=O)N2CCOC2CNC(=O)C(=O)NCc2cccnc2)cc1 (stereo unspecified) | 2.8 | 1.1 | 1.7 | 18.8 | -0.6 | 0.9 | -9.9 | 10.2 | -10.3
CCn1c(C)cc(O)cc1=O | 3.3 | 0.7 | -1.7 | 5.2 | 1.2 | 0.2 | -8.6 | 12.7 | 12.2
COc1ccc(NC(=O)Cn2c(=O)oc3cc(S(=O)(=O)N4CCCC4)ccc32)c(OC)c1 | 15.4 | 1.8 | 2.3 | 14.0 | -0.7 | -1.9 | 1.9 | 1.3 | -5.9
Cc1noc(C)c1COC(=O)c1cc(S(=O)(=O)N2CCOCC2)ccc1F | -0.1 | -2.7 | 4.1 | 18.0 | -0.6 | 0.4 | -3.6 | 13.7 | 3.3
Following part.
SMILES | CCR6 antag | CXCR6 block | Gli-Sufu block | Mdm2 MdmX PPI | XBP1 UPR activ | CHOP UPR activ | EBI2 block | Jurkat NFkB inh | 697 NFkB inh
NNC(=O)c1[nH]c2ccc([N+](=O)[O-])cc2c1-c1ccccc1 | -5.4 | -10.6 | -9.7 | 24.0 | -6.2 | 1.4 | -1.4 | -17.4 | 9.1
CCc1ccc(Nc2nc(N3CCOCC3)nc(N3CCOCC3)n2)cc1 | -2.3 | -7.6 | 34.2 | 37.5 | 0.9 | 2.5 | 2.7 | -23.0 | 15.6
O=C1C2=C(C(c3ccccc3)=NCCN2)C(c2cccc([N+](=O)[O-])c2)N1c1ccccc1 (stereo unspecified) | -14.9 | 3.8 | 6.0 | 36.3 | 1.0 | -0.2 | -4.3 | 11.9 | 1.0
COc1cc2cnc(-c3ccccc3)c(-c3ccc(C#N)cc3)c2cc1OC | 19.6 | 5.9 | 16.4 | 40.5 | 2.3 | 2.5 | 19.7 | 10.4 | 9.4
O=C(O)CCN1C(=O)S/C(=C\c2cccnc2)C1=O | 2.3 | 4.4 | 5.6 | -8.8 | 0.2 | -0.9 | -11.6 | -6.0 | -25.2
CC1CC(C)CN(S(=O)(=O)c2ccc(NC(=O)CCN3C(=O)C4CC=CCC4C3=O)cc2)C1 (stereo unspecified) | 0.7 | -2.0 | 6.8 | 5.6 | 1.0 | 0.5 | -4.7 | -7.0 | -9.8
CCc1ccc(N(CC(=O)NC2CC2)S(=O)(=O)c2ccc(C)cc2)cc1 | 20.7 | 1.9 | -7.0 | 15.9 | -3.2 | 0.3 | -3.2 | 1.5 | 13.8
O=C(O)CCNC1C=CS(=O)(=O)C1 (stereo unspecified) | 11.9 | -2.4 | -4.0 | -9.5 | -4.1 | -2.1 | -1.8 | -8.4 | 8.7
O=c1[nH]c2ccccc2[n+]([O-])c1-c1ccccc1 | 1.1 | 7.5 | -3.3 | 4.4 | -1.8 | 1.4 | -7.0 | -1.7 | -9.3
OCCN1CCN(c2nc(-c3ccccc3)c3cc(Cl)ccc3n2)CC1 | 2.6 | -11.1 | 2.6 | 22.1 | -2.9 | 0.9 | -0.6 | -1.7 | 0.6
COc1ccc(CNc2ccc(S(N)(=O)=O)cc2)cc1 | -17.9 | -7.4 | 3.0 | -18.7 | -0.5 | 2.8 | -8.4 | 4.5 | -30.5
O=C(c1ccc(Cl)c(S(=O)(=O)N2CCCC2)c1)N1CCOCC1 | 0.9 | 1.3 | 7.7 | 12.3 | 1.9 | 2.0 | 4.3 | 5.9 | 1.1
O=C(COC(=O)CSc1ccc([N+](=O)[O-])cc1)NCCCc1ccccc1 | 8.3 | -1.6 | 51.9 | -3.6 | -1.3 | -2.0 | 1.7 | -4.5 | -1.1
CCCNC(=O)c1ccc(N2CCC3(CC2)CC(c2cccc(Br)c2)=NO3)c(NC(=O)c2ccc(Cl)c([N+](=O)[O-])c2)c1 | -4.5 | -9.0 | 5.0 | 60.6* | 8.2 | 25.9 | 4.0 | 10.9 | 36.9*
Fc1ccc(NC(=S)Nc2cc(Cl)ccc2Cl)cc1 | -0.8 | -1.9 | 24.5 | -0.8 | -3.2 | -1.2 | -4.8 | -2.8 | 5.8
Cc1ccc(NC(=O)c2ccc3c(c2)N(CC(=O)N2CCCCC2)C(=O)C(C)(C)O3)cc1 | -21.4 | 9.8 | -0.9 | 19.0 | 0.8 | -3.8 | -19.0 | -31.1 | -8.8
CNC(=S)NNC(=O)c1ccccc1Cl | -1.2 | 0.5 | 4.5 | -12.3 | 1.1 | 1.8 | -0.3 | 5.1 | 8.0
CS(=O)(=O)N(CC(=O)Nc1ccc(S(=O)(=O)N2CCOCC2)cc1)c1ccccc1Br | -5.2 | -5.8 | 6.3 | -23.9 | -0.2 | -1.2 | -4.3 | 2.7 | -18.8
COc1ccccc1C(=O)NNC(=O)c1ccc(Br)cc1 | 11.6 | 8.2 | -7.4 | 4.8 | -1.7 | 1.5 | -3.0 | -5.4 | -17.5
C=CCSc1nc2ccccc2n1C(=O)/C=C/c1ccc(OC)c(OC)c1 | 22.3 | 19.8 | 11.6 | / | / | / | 45.9* | / | /
Clc1nc(Oc2ccccc2)nc(-c2cn(-c3ccccc3)c3ccccc23)n1 | 7.6 | -9.7 | -2.5 | 33.8 | -2.1 | -1.0 | -3.9 | -0.1 | -3.4
O=C(Nc1ccc2oc(-c3ccccc3F)nc2c1)c1ccco1 | 3.6 | -8.4 | -113.0 | -251.0 | 4.0 | 2.6 | -4.3 | -99.8 | -122.2
O=C(CCN1CCOCC1)Nc1cccc(Br)c1 | 0.7 | 7.5 | 4.1 | 3.3 | -1.4 | 0.5 | 1.2 | 14.2 | 21.3
Cc1ccc(-c2ccc(CCC(=O)O)n2Cc2ccco2)cc1 | 1.4 | 1.8 | 2.4 | -15.7 | -1.9 | -0.2 | 1.7 | 8.6 | -11.5
COc1ccc(CNC(=O)c2cc(-c3ccccc3O)n[nH]2)cc1 | -0.7 | -2.2 | 7.6 | 4.1 | 1.4 | -1.1 | 38.6 | 5.6 | -8.1
COc1cc(/C=C(\C#N)C(=O)Nc2cccc(C(=O)O)c2)ccc1OCc1ccc(Cl)cc1 | 9.4 | 11.4 | -103.5 | -172.6 | 3.7 | 5.6 | 7.9 | -229.1 | -5.2
Cc1cccc(CN2C(=O)c3ccccc3Sc3ccc(C(=O)O)cc32)c1 | 2.1 | 34.5 | -3.2 | -4.0 | -0.8 | -1.1 | 6.8 | 12.2 | 3.7
COc1ccc(NC(=O)CNS(=O)(=O)c2cccs2)c(OC)c1 | 5.5 | 5.7 | 1.3 | 1.6 | 0.3 | -0.5 | -8.9 | -6.3 | -12.3
Cc1ccc(C2c3sc(=O)[nH]c3SC3C4CC(C5C(=O)N(C(C)C(=O)O)C(=O)C45)C23)cc1 (stereo unspecified) | 13.9 | 5.6 | 5.3 | 9.3 | -2.9 | -0.2 | -4.1 | 19.3 | 19.4

Molecules shown so far that contain a cyano group (2):
SMILES | CCR6 antag | CXCR6 block | Gli-Sufu block | Mdm2 MdmX PPI | XBP1 UPR activ | CHOP UPR activ | EBI2 block | Jurkat NFkB inh | 697 NFkB inh
COc1cc2cnc(-c3ccccc3)c(-c3ccc(C#N)cc3)c2cc1OC | 19.6 | 5.9 | 16.4 | 40.5 | 2.3 | 2.5 | 19.7 | 10.4 | 9.4
COc1cc(/C=C(\C#N)C(=O)Nc2cccc(C(=O)O)c2)ccc1OCc1ccc(Cl)cc1 | 9.4 | 11.4 | -103.5 | -172.6 | 3.7 | 5.6 | 7.9 | -229.1 | -5.2

Screening results deposited in PubChem BioAssay by Sanford-Burnham Center for Chemical Genomics.
